Assay outcomes (PubChem BioAssay)
SUMO1 PPI mod: modulators of human SUMO1-mediated protein-protein interactions | P63165 | SUMO1 binding to a labelled peptide, TR-FRET, 1 h | inhibition, % at 20 µM | actives 0.33% (n = 360,000) | AID 602429; in the data active = inhibition above about 37%
Target sequence (P63165 whole entry, looked up): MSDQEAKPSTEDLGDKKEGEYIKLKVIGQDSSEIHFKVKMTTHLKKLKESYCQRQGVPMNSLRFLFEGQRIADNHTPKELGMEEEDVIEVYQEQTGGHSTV
Scp-1 inhibitor: blocks human Scp-1 phosphatase activity; Recombinant Scp1, phosphopeptide, malachite green phosphate absorbance; actives 0.88% (n = 340,000); inhibition, % at 20 µM; Q9GZU7;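 active = inhibition above about 50% at 20 µM, limit read from the data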;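 also: plate controls were DMSO wells with enzyme for no effect and wells lacking enzyme for full effect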
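Test system: SCP-1 phosphatase catalytic domain, residues 76-261 | Compound dosing: One concentration, 20 µM, with 1.0% DMSO | Schedule: 45 min room-temperature reaction, 5 min colour, 30 min stabiliser | Detection: Absorbance at 630 nm | Read-out basis: % inhibition of SCP-1 phosphate liberation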
E coli Lon inh: inhibits E. coli Lon protease; P0A9M0; purified E. coli Lon protease, fluorescence polarization; inhibition, % at 7.94 µM; actives 0.42% (n = 360,000); AID 602123; in the data active = inhibition above about 13%, passing the limit was not always enough;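 also: 0% = enzyme with probe and DMSO and 100% = no enzyme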
MsrA act: activates bovine MsrA enzyme; purified bovine MsrA, absorbance read-out; activation, % at 10.6 µM; actives 0.3% (n = 360,000); in the data active = activation above about 7.5%;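 also: 0% = vehicle and 100% = reference activator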
LMPTP block: blocks human LMPTP phosphatase; recombinant LMPTP-A, OMFP fluorogenic substrate, fluorescence intensity; AID 651560; P24666; inhibition, % at 20 µM; actives 0.22% (n = 360,000);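 active = compounds that cut the enzyme signal by at least half of the control window in the single-dose screen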;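 also: plate controls were DMSO wells with enzyme plus substrate for no effect and substrate without enzyme for full effect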
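Material: LMPTP-A; amount: 0.625 nM enzyme; doses: single 20 µM dose; times: reaction 50 min, room temperature, dark; technique: fluorescence intensity of OMFP turnover product; benchmarks: no-enzyme and uninhibited controls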
NRP1-CendR mod: alters CendR peptide binding to human NRP-1 | O14786 | FAM-RPARPAR peptide binding to NRP-1, fluorescence polarization | inhibition, % at 25 µM | actives 0.85% (n = 360,000);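 active = inhibition or corrected inhibition above about 18%, plus a signal ratio from 0.5 to 1.5, limit read from the data, passing the limit was not always enough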; also: strong numbers were not always called active
Target sequence (O14786 whole entry, looked up): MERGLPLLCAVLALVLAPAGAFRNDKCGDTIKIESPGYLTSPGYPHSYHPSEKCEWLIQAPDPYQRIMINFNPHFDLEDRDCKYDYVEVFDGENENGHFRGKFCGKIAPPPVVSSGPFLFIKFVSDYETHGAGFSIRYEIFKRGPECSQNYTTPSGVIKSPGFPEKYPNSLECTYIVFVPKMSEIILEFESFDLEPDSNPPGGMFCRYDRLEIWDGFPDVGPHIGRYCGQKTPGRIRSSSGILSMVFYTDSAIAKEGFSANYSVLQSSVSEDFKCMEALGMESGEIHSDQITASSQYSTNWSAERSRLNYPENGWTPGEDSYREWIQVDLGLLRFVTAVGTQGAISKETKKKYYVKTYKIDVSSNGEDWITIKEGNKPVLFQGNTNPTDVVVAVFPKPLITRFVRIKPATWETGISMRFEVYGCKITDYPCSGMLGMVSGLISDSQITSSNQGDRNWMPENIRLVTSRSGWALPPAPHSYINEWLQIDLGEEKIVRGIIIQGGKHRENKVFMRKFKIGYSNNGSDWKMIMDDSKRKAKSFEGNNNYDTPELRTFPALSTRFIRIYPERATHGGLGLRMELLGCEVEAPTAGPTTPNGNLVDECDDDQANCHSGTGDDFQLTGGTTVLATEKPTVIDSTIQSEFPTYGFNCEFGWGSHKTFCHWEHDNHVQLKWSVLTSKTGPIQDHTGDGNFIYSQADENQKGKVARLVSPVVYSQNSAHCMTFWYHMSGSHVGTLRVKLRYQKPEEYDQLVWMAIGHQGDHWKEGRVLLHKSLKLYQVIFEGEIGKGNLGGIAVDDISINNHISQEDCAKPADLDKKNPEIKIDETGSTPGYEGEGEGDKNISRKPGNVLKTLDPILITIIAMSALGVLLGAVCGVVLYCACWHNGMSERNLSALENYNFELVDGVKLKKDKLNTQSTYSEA
MsrA inhibitor: inhibits bovine methionine sulfoxide reductase A | AID 651718 | purified bovine MsrA, absorbance read-out | actives 0.75% (n = 360,000) | inhibition, % at 15.5 µM; in the data active = inhibition above about 4.5%;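 also: 0% = vehicle wells with enzyme and 100% = reference inhibitor wells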
Tb MetRS inh: blocks T. brucei methionyl-tRNA synthetase activity; purified T. brucei MetRS, ATP depletion, Kinase-Glo luminescence; inhibition, % at 11.9 µM; actives 0.4% (n = 360,000); AID 624268;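 active = inhibition above a per-plate cutoff of the control wells' mean inhibition plus 3 SD, cut at about 5.5% in these data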;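 also: 0% = DMSO wells median and 100% = median of wells with control inhibitor compound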
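Dosing: 11.9 µM compound single dose, 0.9% DMSO; Assay system: purified T. brucei MetRS enzyme; Measured by: Kinase-Glo luciferase luminescence reporting remaining unconsumed ATP; Schedule: 15 min plus 2 h at 25 °C.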
STEP inh: inhibitors of human striatal-enriched phosphatase STEP; P54829; recombinant STEP, OMFP fluorogenic substrate, fluorescence; inhibition, % at 20 µM; actives 0.25% (n = 360,000); AID 588621;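 active = inhibition at 20 µM, scaled per plate between control wells, above about 37%, limit read from the data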;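 also: 0% = DMSO with enzyme and substrate and 100% = substrate only without enzyme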
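Assay system: isolated STEP enzyme / Timing: 20 min at room temperature, dark / Doses: 20 µM, 1% DMSO / Technique: fluorescence intensity, excitation 480 nm, emission 540 nm / Reagent: fluorogenic phosphatase substrate OMFP at 25 µM final / Measure: percent inhibition scaled to no-enzyme and uninhibited-enzyme controls, plate-pattern corrected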
DNMT1 block: DNMT1 (human) enzyme inhibition; P26358; DNMT1 molecular beacon, Hinp1I cleavage, fluorescence; inhibition (reported as % activation of signal), % at 10 µM; actives 0.83% (n = 360,000); in the data active = inhibition above about 50%
Active calls of the source: *; nt = not tested or not shown.

Sequence of screens: SUMO1 PPI mod	Scp-1 inhibitor	E coli Lon inh	MsrA inhibitor	STEP inh	MsrA act	DNMT1 block	LMPTP block	NRP1-CendR mod	Tb MetRS inh
1: CCCCN(C(=O)c1cc(Cl)nc2ccccc12)c1c(N)n(CCC)c(=O)[nH]c1=O
    -3	nt	9	0.7	-2	-9	3	0.0	0	-0.3
2: Cc1cc(=O)oc2cc(OCC(=O)Nc3ccccc3C(=O)O)ccc12
    7	-1	-2	0.3	1	-1	2	-0.6	12	0.5
3: O=C(NCc1cccnc1)c1ccc(Cl)c(S(=O)(=O)N2CCOCC2)c1
    -7	-3	-6	-1.3	0	-1	4	-0.3	3	-0.1
4: COc1ccc(CN(C)C(=O)CNC(=O)c2ccc3ccccc3c2)c(OC)c1
    -9	-13	9	0.8	-1	0	-1	0.2	11	0.0
5: CCN1CCN(CCNC(=O)CCCn2nc(C)c3c(C)n(-c4ccc(C)cc4)nc3c2=O)CC1
    -1	-6	-6	-0.4	0	-2	4	-0.8	6	-0.5
6: CCCCN(CC)C(=O)CN1C(=O)c2ccccc2C1=O
    -7	-10	-1	1.2	-2	-1	-1	-1.3	-3	-0.2
7: CCOC(=O)CN(C(=O)COC(=O)C1(c2ccccc2)CC1)c1ccc(F)cc1
    -1	-6	-9	-0.1	-1	-1	-8	0.8	0	-0.7
8: CC(=O)c1sc(Nc2nc3cc4c(cc3s2)OCO4)nc1C
    40*	-3	0	0.0	2	-3	-3	4.0	-18	-0.4
9: O=C(Nc1cc2c3c(c1)CC(=O)N3CCC2)c1ccc(Br)cc1
    6	-2	9	-1.1	3	-2	-2	0.8	0	-0.3
10: c1csc(-c2nc(NCC3CCCO3)c3ccccc3n2)c1 (stereo not drawn)
    2	-1	-8	1.2	2	-7	1	18	6	-0.8
11: CS(=O)(=O)N1CCc2cc(C(=O)Nc3ccc(Cl)cc3)ccc21
    4	10	-2	0.1	0	-4	-3	2.4	-8	-0.5
12: O=[N+]([O-])c1cc(-c2nc(-c3ccncc3)no2)ccc1Cl
    -21	0	-3	0.3	2	-10	2	-0.8	-1	-1.0
13: COc1cc(/C=N/Nc2cccc(C)c2)ccc1OC(=O)c1ccco1
    -1	-5	3	-0.9	3	-7	-31	-0.1	16	-0.7
14: CCCSc1nc2c(cnn2-c2ccccc2)c(=O)[nH]1
    6	-6	4	-0.7	-2	0	7	-0.5	-22	-0.1
15: CC(=O)NC(CC(=O)OCC(=O)Nc1cc(S(=O)(=O)N2CCCCC2)ccc1C)c1ccccc1 (stereo not drawn)
    -2	-6	5	-0.5	-2	-4	-2	-0.1	-1	-0.5
16: OC(CN1CCC(Cc2ccccc2)CC1)c1ccccc1 (stereo not drawn)
    -2	-7	2	0.0	-2	-1	0	-2.6	12	-0.2
17: Cc1cccc(OC(=O)c2cccnc2)c1C
    1	-5	-7	-0.7	-2	-2	-1	1.8	-4	-0.4
18: Cc1ccnc(NS(=O)(=O)c2ccc(N3C(=O)c4ccccc4C3=O)cc2)n1
    -18	-3	10	0.7	0	-3	0	-1.3	0	-0.5
19: CCCCNC(=O)CC1N=C2c3ccccc3N=C(SCC(=O)Nc3ccccc3C)N2C1=O (stereo not drawn)
    0	0	-5	2.2	-1	-1	-2	-0.5	0	-0.2
20: COc1ccc2[nH]c(C(=O)NCCCn3ccnc3)cc2c1
    1	-9	-4	nt	0	-3	0	0.3	-10	-0.4

(continued)
Sequence of screens: SUMO1 PPI mod	Scp-1 inhibitor	E coli Lon inh	MsrA inhibitor	STEP inh	MsrA act	DNMT1 block	LMPTP block	NRP1-CendR mod	Tb MetRS inh
21: CN(Cc1nc2ccccc2n1C)S(=O)(=O)c1ccc(Cl)cc1
    -5	-4	-1	-0.9	0	-5	-2	1.8	0	-0.6
22: COc1ccc(OC)c(-c2csc(NC(=O)C3COc4ccccc4O3)n2)c1 (stereo not drawn)
    3	-7	-6	-0.9	-2	-8	-5	1.6	-2	-1.8
23: CC1CCCCN1C(=S)Nc1ccc(OC(F)F)cc1 (stereo not drawn)
    5	9	-2	0.8	4	-7	6	0.4	21	-1.0
24: CCOC(=O)c1cnc(-n2nc(C)cc2C)nc1Nc1ccc(C)cc1
    0	0	0	0.9	2	-13	6	1.2	10	-1.2
25: Cc1cc(C)nc(NS(=O)(=O)c2ccc(NC(=O)CCCN3C(=O)c4ccccc4C3=O)cc2)n1
    -4	-11	-8	1.9	-1	-6	9	-2.7	-3	-0.2
26: Nn1c(SCc2nc3ccccc3[nH]2)nnc1C1CCCCC1
    4	-2	3	0.2	1	4	-1	0.3	-8	1.6
27: Nc1cccc2cc(S(=O)(=O)O)ccc12
    25	62*	-8	1.8	22	-4	62*	4.0	20	0.1
28: COc1ccc(CCN2CC(C(=O)Nc3ccc(S(C)(=O)=O)cc3)CC2=O)cc1OC (stereo not drawn)
    -4	-2	-4	-1.0	-1	-9	0	-0.9	-3	-0.7
29: CCCCOC(=O)Cn1c(=N)n(CCN2CCOCC2)c2ccccc21
    -5	-11	4	0.6	-2	-2	1	0.0	12	-0.5
30: CN1CCN(NC(=S)Nc2ccc(OC(F)F)cc2)CC1
    -2	-1	-3	0.5	8	0	0	-2.4	-6	-0.3
31: N#Cc1ccc(CN2CCN(C(=O)C3CC(=O)N(c4ccc5c(c4)OCCO5)C3)CC2)cc1 (stereo not drawn)
    1	nt	0	-1.7	2	-2	3	-1.8	3	-0.2
32: Cc1cc(C)cc(N(C(C)C(=O)N2CCCCC2)S(C)(=O)=O)c1 (stereo not drawn)
    5	-15	-1	-0.3	0	2	0	-2.2	2	-0.6
33: C=CCOc1ccc(/C=C/C(=O)OCC(=O)NC(C)c2ccc(F)cc2)cc1 (stereo not drawn)
    0	1	9	0.2	2	-10	1	-0.3	3	-0.2
34: O=C(Nc1ccc2c(c1)OCO2)C1CC(c2c(F)cccc2Cl)=NO1 (stereo not drawn)
    -1	-9	8	1.9	-1	-3	-6	0.7	3	0.1
35: CC(C)(C)NC(=O)CN(C(=O)c1ccc(Cl)nc1)c1cccc2ccccc12
    -2	-8	-3	1.1	-1	-2	0	-1.3	0	0.0
36: CC(C)(C)NC(=S)NC1CC1
    5	-6	-1	-1.7	-2	-3	-1	-2.6	0	0.3
37: CCCCN(C=O)c1c(CC)nc2c(OCC(=O)c3ccc(F)cc3)cccn12
    -5	nt	-5	-0.1	0	1	-1	-0.1	5	0.0
38: Cc1c(C)n2c(SCC(=O)N3CC(C)OC(C)C3)nnc2[nH]c1=O (stereo not drawn)
    1	-1	-1	0.1	1	-2	2	-1.3	-2	-0.2
39: O=C(c1cccc(S(=O)(=O)NCc2ccccc2)c1)N1CCCC(C(F)(F)F)C1 (stereo not drawn)
    -4	-1	3	-1.0	-2	-1	1	-0.4	5	-0.3
40: O=C(COC(=O)c1ccc(Cl)c(S(=O)(=O)N2CCCCC2)c1)NC1CCCCC1
    14	nt	-8	0.3	10	-2	15	2.1	-1	-0.3

Later entries
Sequence of screens: SUMO1 PPI mod	Scp-1 inhibitor	E coli Lon inh	MsrA inhibitor	STEP inh	MsrA act	DNMT1 block	LMPTP block	NRP1-CendR mod	Tb MetRS inh
41: Cc1ccc(S(=O)(=O)N/N=C/c2ccc(OCC(=O)N3CCOCC3)cc2)cc1
    3	-3	-5	1.3	-2	-12	0	0.5	-3	-0.8
42: O=C1NC[C@H](Cc2ccc(O)cc2)N(C[C@H]2CCCN2C[C@H](Cc2ccc(O)cc2)N2C[C@H](Cc3ccc(O)cc3)N(CCc3ccccc3)C(=O)C2=O)C1=O
    4	nt	1	-0.2	0	-3	7	-0.4	5	1.8
43: CCOC(=O)C1(C)CCN1C(=O)COc1ccc(C(C)(C)C)cc1 (stereo not drawn)
    4	nt	-2	-0.3	-1	8.2*	-5	-0.6	-8	-0.2
44: Cc1ccccc1-c1cc(C(=O)NCc2ccco2)n(CC2CC(c3cccnc3)=NO2)n1 (stereo not drawn)
    2	-1	-2	-1.0	2	-12	-2	-2.2	12	-0.5
45: COc1cccc(CNC(=O)C2CCCN(C(=O)c3ccc(Cl)cc3)C2)c1 (stereo not drawn)
    11	-5	-12	0.4	-1	-2	-2	0.1	0	-0.3
46: COc1ccccc1N1CCN(C(=O)c2ccc(CN3CCOCC3)cc2)CC1
    3	-6	5	-0.5	-4	-7	1	0.1	-14	-0.9
47: O=CN1c2ccccc2CSc2ccccc21
    5	-3	13	0.0	-1	-12	3	-1.0	-8	-0.7
48: Cc1cc(-c2n[nH]c(=S)n2/N=C/C=C/c2ccccc2)n[nH]1
    -9	-5	-9	1.3	-4	-1	-1	-0.6	-12	-0.4
49: COc1cc(OC)c(OC)cc1/C=C1\SC(N2CCCCC2)=NC1=O
    -16	34	-7	0.3	2	-3	1	1.3	-14	-1.1
50: CC1=C(C(=O)N2CCOCC2)C(c2ccc(C)cc2)NC(=S)N1 (stereo not drawn)
    -3	-1	-8	1.9	-4	-3	2	-2.2	-1	-0.8
51: COc1ccc(S(=O)(=O)NCC(=O)NCc2cc(=O)n(C)c(=O)n2C)cc1
    1	-5	-1	0.2	-2	-2	1	-0.8	-3	-0.1

Record cards, as listed above.
Results for `CCOC(=O)C1(C)CCN1C(=O)COc1ccc(C(C)(C)C)cc1` (stereo not drawn) : SUMO1 PPI mod = 4; Scp-1 inhibitor = nt; E coli Lon inh = -2; MsrA inhibitor = -0.3; STEP inh = -1; MsrA act = 8.2*; DNMT1 block = -5; LMPTP block = -0.6; NRP1-CendR mod = -8; Tb MetRS inh = -0.2
Results for `O=CN1c2ccccc2CSc2ccccc21` : SUMO1 PPI mod = 5; Scp-1 inhibitor = -3; E coli Lon inh = 13; MsrA inhibitor = 0.0; STEP inh = -1; MsrA act = -12; DNMT1 block = 3; LMPTP block = -1.0; NRP1-CendR mod = -8; Tb MetRS inh = -0.7
